Screening results deposited in PubChem by National Center for Advancing Translational Sciences (NCATS).
ALOX12 inh: Primary qHTS assay for inhibitors of human arachidonate 12S-lipoxygenase (ALOX12): Round 2; Polyunsaturated fatty acid lipoxygenase ALOX12 (Homo sapiens), P18054; purified 12hLO, xylenol orange hydroperoxide absorbance; Potency, µM (doses to about 108 µM), without a hit: top-dose activity change, negative = inhibition, usual class: inhibitors; 1.1% of 580,000 active; AID 1671190, 2021; further: potency means the concentration at half of the fitted maximal effect; on the % scale 0 is the no-effect control and ±100 the full control effect
Target sequence (P18054 whole entry, looked up): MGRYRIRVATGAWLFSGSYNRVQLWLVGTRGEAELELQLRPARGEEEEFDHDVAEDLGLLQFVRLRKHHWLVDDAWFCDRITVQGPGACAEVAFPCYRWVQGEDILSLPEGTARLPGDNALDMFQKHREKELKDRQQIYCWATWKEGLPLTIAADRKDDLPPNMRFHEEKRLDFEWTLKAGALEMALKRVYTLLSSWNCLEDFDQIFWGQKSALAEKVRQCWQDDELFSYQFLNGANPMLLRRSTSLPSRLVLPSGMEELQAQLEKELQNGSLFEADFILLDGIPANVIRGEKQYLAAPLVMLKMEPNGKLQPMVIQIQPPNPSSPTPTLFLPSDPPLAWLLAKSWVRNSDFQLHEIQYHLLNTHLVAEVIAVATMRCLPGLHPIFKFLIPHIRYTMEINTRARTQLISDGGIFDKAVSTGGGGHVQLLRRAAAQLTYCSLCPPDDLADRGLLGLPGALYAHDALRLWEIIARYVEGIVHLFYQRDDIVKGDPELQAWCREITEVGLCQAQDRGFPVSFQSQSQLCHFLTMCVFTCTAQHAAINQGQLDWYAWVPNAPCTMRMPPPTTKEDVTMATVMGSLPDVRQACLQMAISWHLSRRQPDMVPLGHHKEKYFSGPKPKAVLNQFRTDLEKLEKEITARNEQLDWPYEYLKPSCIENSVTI
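Purified human 12hLO (150 nM final) in 25 mM Hepes, 0.01% Triton X-100, pH 7.0 was preincubated 15 min at room temperature with compound. Then 40 uM arachidonic acid was added, 30 min. Hydroperoxide was read by Fe-XO absorbance ratio 573/405 nm.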
LDHA inh: qHTS assay for inhibitors of human lactate dehydrogenase; L-lactate dehydrogenase A chain (Homo sapiens), P00338; purified LDHA, NADH/diaphorase-resazurin fluorescence; active compounds read low; activity change, % (values are at about 110 or 230 µM); 0.15% of 480,000 active; AID 1347041, 2019; in the data active means activity change below about -30%; inconclusive means mostly about -25% to -30%;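 further: plate controls were DMSO wells for no effect and wells without enzyme for full effect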
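Remaining NADH was detected by diaphorase (0.133 mg/mL) converting 37 µM resazurin to fluorescent resorufin, read at 0 and 20 minutes. The preceding 5-minute room-temperature reaction used 2 nM LDHA, 0.2 mM sodium pyruvate and 0.06 mM NADH at pH 7.4.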
RGS4 inh: Inhibitors of Regulator of G Protein Signaling (RGS) 4: qHTS; Potency, µM (highest dose often 114 µM), for the others: top-dose activity change, negative = inhibition, usual class: inhibitors; Transcreener GDP fluorescence polarization, RGS4-accelerated GTP hydrolysis; Regulator of G-protein signaling 4 (Homo sapiens), P49798; 0.039% of 390,000 active; further: potency means the concentration at half of the fitted maximal effect; on the % scale 0 is the no-effect control and ±100 the full control effect; nearly all actives have a fitted effect of over 75% in size; some results filed as inactive show a strong effect at the top dose
Target sequence (P49798 whole entry, looked up): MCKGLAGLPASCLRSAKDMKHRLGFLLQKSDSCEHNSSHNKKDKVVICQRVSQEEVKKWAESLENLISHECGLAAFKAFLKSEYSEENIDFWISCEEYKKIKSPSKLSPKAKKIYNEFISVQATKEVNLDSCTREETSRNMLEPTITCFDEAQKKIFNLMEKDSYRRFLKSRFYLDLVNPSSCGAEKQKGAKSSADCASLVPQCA
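MLSMR compounds (23 nl, pin-transferred) preincubated 10 min at room temperature with a 500nM (2x) first reagent, then RGS4 at 900nM (2x) plus Transcreener GDP mix added; fluorescence polarization (620/688 nm) read before and after 90 min at 30 °C.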
POLB inh: qHTS Assay for Inhibitors of DNA Polymerase Beta; 1.3% of 340,000 active; AID 485314, 2010; P06746; Potency, µM (top dose mostly 114 µM), for inactives: at the highest dose activity change, negative = inhibition, most hits filed as inhibitors; Pol beta primer extension/strand displacement, fluorescence kinetic; further: potency means the concentration at half of the fitted maximal effect; on the % scale 0 is the no-effect control and ±100 the full control effect
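Kinetic readout of DNA synthesis with strand displacement by Pol beta. Compound and 10 nM enzyme sit 15 min at room temperature; 50 nM substrate starts the reaction, read immediately and at 10 min.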
Apoferritin bind: qHTS Assay for Identification of Novel General Anesthetics. Potency, µM (highest dose often 77.5 µM), for inactives: at the top dose activity change, negative = displacement, usual class: inhibitors. apoferritin/1-aminoanthracene competitive binding, fluorescence. 0.074% of 350,000 active; further: potency means the concentration at half of the fitted maximal effect; on the % scale 0 is the no-effect control and ±100 the full control effect; nearly all actives have a fitted effect of over 20% in size
Target sequence (P02791 2-175 limits assumed): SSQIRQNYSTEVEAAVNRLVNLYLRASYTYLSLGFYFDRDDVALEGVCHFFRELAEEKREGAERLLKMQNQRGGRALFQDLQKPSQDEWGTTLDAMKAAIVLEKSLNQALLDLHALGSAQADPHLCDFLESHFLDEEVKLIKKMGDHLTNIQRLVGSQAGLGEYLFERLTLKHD
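Concentration-response curves derived by four-parameter Hill fitting of normalized fluorescence, where compounds displaced 1-AMA from 10 uM horse apoferritin following a brief 10 min room-temperature incubation; propofol titration acted as positive control.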
APE1 inh: qHTS Assay for Inhibitors of the Human Apurinic/apyrimidinic Endonuclease 1 (APE1); DNA repair nuclease/redox regulator APEX1 (Homo sapiens), P27695; recombinant APE1, TAMRA/BHQ-2 abasic DNA cleavage fluorescence; AID 2517, 2012; Potency, µM (top dose mostly 65.8 µM), without a hit: at the highest dose activity change, negative = inhibition, most hits filed as inhibitors; 0.35% of 350,000 active;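 further: potency means the concentration at half of the fitted maximal effect; plate controls were vehicle for no effect and reference inhibitor for full effect; nearly all actives have a fitted effect of over 55% in size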
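APE1 at 0.75 nM final was preincubated with compound 15 min at room temperature, then 50 nM double-stranded THF abasic-site substrate (5'-TAMRA/3'-BHQ-2) was added. Fluorescence (ex 525/em 598 nm) was read kinetically; third-minus-first read gave activity.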
POLK inh: qHTS for Inhibitors of Polymerase Kappa; AID 588579, 2011; purified Pol kappa, fluorescent DNA synthesis assay, 10 min; Potency, µM (doses to about 107 µM), without a hit: at the highest dose activity, negative = inhibition, usual class: inhibitors; 0.53% of 400,000 active; further: potency means the concentration at half of the fitted maximal effect; on the % scale 0 is the no-effect control and ±100 the full control effect
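10 nM Pol kappa preincubated 15 min at room temperature with compounds, then reaction started with substrate at 50 nM final. Fluorescence read kinetically at 0 and 10 min; buffer-only wells served as negative control.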
ERG-DNA inh: qHTS for Small Molecule Inhibitors of the ERG Ets/DNA interaction; fluorescence polarization, His-ERG Ets domain / labelled DNA; Potency, µM (highest dose often 76.9 µM), for inactives: at the top dose FP activity, negative = inhibition, most hits filed as inhibitors; 0.028% of 370,000 active; AID 624246, 2012; active means well fitted inhibition curve with a large enough effect in the polarisation, with a control signal flat; inconclusive means small, poorly fitted or top-dose-only effect, or effect the other way, or a change in a side signal; inactive means no such curve, though single readings can be large or run the other way; the % refers to the polarisation;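 further: polarization taken with two DNA probes labelled with fluorescein and Texas red; potency means the concentration at half of the fitted maximal effect; % of control where 0% means no effect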
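His-tagged ERG Ets domain (1 uM in the protein solution; 300mM KCl, 50mM Tris-HCl, 1mM EDTA, 1mM DTT, pH 7.5) received compound, then a probe mix of 5 nM fluorescein-DNA and 100nM Texas-615-DNA. Fluorescence polarization was read for both dyes.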
Pol eta inh: qHTS for Inhibitors of Polymerase Eta | recombinant Pol eta, fluorescent DNA replication assay | Potency, µM (top dose mostly 114 µM), without a hit: at the highest dose activity change, negative = inhibition, most hits filed as inhibitors | 1.2% of 390,000 active | DNA polymerase eta (Homo sapiens), Q9Y253 | AID 588591, 2011; further: potency means the concentration at half of the fitted maximal effect; on the % scale 0 is the no-effect control and ±100 the full control effect
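Fluorescent replication assay: 50 nM final substrate added after a 15 min room-temperature compound preincubation with 10 nM enzyme. Signal taken at 0 min and again at 10 min.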
* marks the source's active call; other numbers are inactive results; ? = inconclusive; nt = no result given; & = joins results of further samples; [ ] = remark or other dose. Unless noted, the call rests on the fitted dose curve; in most records, active means well fitted curve in the direction sought with a large enough effect; inconclusive means small, poorly fitted or top-dose-only effect, or another doubt; inactive means no such curve, though single readings can be large; an effect the other way counts as inactive or inconclusive. Only part of the results is shown. The share of hits here may be higher or lower than overall.

cpd	smiles	ALOX12 inh	LDHA inh	RGS4 inh	POLB inh	Apoferritin bind	APE1 inh	POLK inh	ERG-DNA inh	Pol eta inh
1	CC1CCCC(NC(=O)Cn2cc([N+](=O)[O-])ccc2=O)C1C (centres undefined)	18%	-8	16%	nt	nt	6%	-7%	-4%	-1%
2	CSCCC(=O)N1CCCC(N(C)CCc2ccccc2)C1 (centres undefined)	5%	2	23%	15%	-8%	34%	-17%	-3%	-8%
3	Cc1ccc(C(=O)N2CCN(c3ccccc3F)CC2)cc1NC1=NC2CS(=O)(=O)CC2S1 (centres undefined)	-10%	0	-16%[56.9 µM]	10%	9%	-5%	-13%	-10%	1%
4	CCCNS(=O)(=O)c1ccc(OC)c(Cl)c1Cl	-38%	-4	7%	?	-11%	0%	-4%	5%	3%
5	Cc1ccc(-c2nc(CSc3nc4ccccc4c(=O)n3C)cs2)cc1	-4%	-4	-5%	5%	-3%	9%	0%	-2%	-17%
6	C/C(=N/OC(=O)C1CC1c1ccccc1)c1ccccc1 (centres undefined)	0%	3	1%	4%	-9%	6%	9%	10%	-9%
7	CC1CN(Cc2cc(=O)[nH]c(C3CC3)n2)CC(C)O1 (centres undefined)	6%	-4	-5%	2%	11%	3%	-11%	-19%	-17%
8	CN1CCN(NC(=O)c2cccc(Br)c2)CC1	-16%	0	0%	2%	2%	-7%	6%	12%	-10%
9	CCC1=C2CC[C@H]3C(=O)NC(=O)[C@H]3[C@H]2[C@@]2(Cc3ccccc3)C(=NCC(=O)OC)OC(=O)N2C1=O	-22%	0	-18%	11%	-8%&6%	-5%&0%	13%	8%	-10%
10	FC(F)C(F)(F)c1cc(-c2ccc(Cl)cc2)n[nH]1	0%	4	-3%	-134%	-11%	8%	-1%	4%	-13%
11	CC1=[N+](C)N(c2ccccc2)C(=O)C1N=Cc1ccccc1Cl (centres undefined)	0%	-6	6%	36%	-9%	-1%	-10%[60.1 µM]	4%	-5%
12	Cc1nn(C)cc1CN1CCC(n2nccc2NC(=O)CCCc2ccccc2)CC1	57%[activator]	0	16%	24%	-5%	15%	-8%	-8%	2%

Pulled by compound from the entries so far:
cpd	smiles	ALOX12 inh	LDHA inh	RGS4 inh	POLB inh	Apoferritin bind	APE1 inh	POLK inh	ERG-DNA inh	Pol eta inh
11	CC1=[N+](C)N(c2ccccc2)C(=O)C1N=Cc1ccccc1Cl (centres undefined)	0%	-6	6%	36%	-9%	-1%	-10%[60.1 µM]	4%	-5%
7	CC1CN(Cc2cc(=O)[nH]c(C3CC3)n2)CC(C)O1 (centres undefined)	6%	-4	-5%	2%	11%	3%	-11%	-19%	-17%

More results
cpd	smiles	ALOX12 inh	LDHA inh	RGS4 inh	POLB inh	Apoferritin bind	APE1 inh	POLK inh	ERG-DNA inh	Pol eta inh
13	CCNC(=S)N1CCn2cccc2C1c1ccc(F)cc1 (centres undefined)	-28%	4	-23%	-5%	-6%	3%	-3%	1%	-19%
14	Cc1c(C(=O)Nc2c(N)nc(SCC(=O)NCC3CCCO3)[nH]c2=O)cccc1[N+](=O)[O-] (centres undefined)	-2%	-2	7%	9%	-3%	9%	-5%	2%	-19%
15	Cc1ccsc1CN(C)C(=O)c1cc(S(=O)(=O)N2CCOCC2)ccc1N1CCCC1	24%	-3	-2%	nt	nt	0%	-2%	1%	?
16	Cc1cccc(NC(=O)CCN2CC(C)OC(C)C2)c1 (centres undefined)	-20%	2	-1%	13%	-9%	0%	-1%	nt	0%
17	CCc1nn2cc(-c3ccccc3)nc2s1	0%	-6	27%	13%	-1%	0%	-6%	-8%	3%
18	O[C@@H]1Cc2ccccc2O[C@H]1c1ccccc1	3%	0	-8%	nt	nt	nt	0%	-11%	-22%
19	Oc1ccc(-c2nc3ccccn3c2NCc2ccco2)cc1	0%	1	-18%	4%	78%[activator]	-8%	-1%	2%	-9%
20	CC(C)CNC(CC(=O)O)c1ccccc1 (centres undefined)	3%	-5	-8%	10%	-5%	-3%	-10%	-2%	-9%
21	Cc1cc(C)n(-c2ccc(C(=O)OCC(=O)Nc3ccc(Cl)c(S(=O)(=O)N(C)C)c3)cc2)n1	1%	-2	9%	2%	?	-4%	-14%	-2%	-8%
22	CCC1=Nc2cc(C(=O)NCCCOC)ccc2Sc2ccc(Br)cc21	?	1	2%	4%	-16%	nt	-7%	-4%	-8%
23	Cc1ccc(S(=O)(=O)N2[C@@H](c3ccccc3F)C(C(=O)O)=CC[C@H]2c2ccc(C(C)C)cc2)cc1	?	-3	-1%	nt	nt	1%	-12%	1%	-9%
24	CCOC(=O)C1=CNS(=O)(=O)NC1c1ccc(Br)cc1F (centres undefined)	2%	-6	-2%	nt	nt	9%	-1%	6%	1%

#25 Cc1nc2ncnn2c(C)c1CCC(=O)N1CCN(c2cccc(Cl)c2)CC1
#26 C/C(=N\NC(=O)Cc1c[nH]c2ccccc12)c1ccc2ccccc2c1
#27 NS(=O)(=O)c1cnccc1Nc1cccc(Br)c1
#28 CCCN(CCC)CCNC(=O)Cn1cnc2sc(C)c(S(=O)(=O)N3CCC(C)CC3)c2c1=O
#29 Cc1sc2nc(CN3CCOCC3)nc(N3CCN(S(=O)(=O)c4ccccc4)CC3)c2c1C
#30 CCOC(=O)c1cccc(NC(=O)CCc2nc(-c3ccc(C)cc3)no2)c1
#31 O=C(CSc1nc(-c2ccccc2)nc2c1Cc1ccccc1O2)Nc1ccc(C(=O)O)cc1
#32 CCN(CCCNC(=O)c1cc2c(=O)n(C)c3ccccc3c2s1)c1ccccc1
Assay by compound | 25 | 26 | 27 | 28 | 29 | 30 | 31 | 32
ALOX12 inh | -17% | 6% | 117%[activator] | -8% | 183%[activator] | 17% | -5% | 4%
LDHA inh | -2 | 0 | -8 | -7 | 0 | -3 | -1 | -2
RGS4 inh | -6% | -13% | 19% | 50% | -3% | -2% | ? | -10%
POLB inh | 35% | -8% | nt | 15% | nt | 0% | 2µM* | 1%
Apoferritin bind | -7% | -21% | nt | 4% | nt | 8% | -12% | 0%
APE1 inh | nt | -12% | nt | nt | -6% | 9% | 1% | nt
POLK inh | -2% | -15% | -9% | -26% | -1% | -6% | 10µM* | -15%
ERG-DNA inh | -6% | -2% | -7% | 4% | 5% | -5% | 9% | -9%
Pol eta inh | -10% | -23% | -5% | -4% | -8% | -8% | 7.9µM* | -18%

#33 COCCN(Cc1ccccc1)C(=O)c1ccc2c(c1)NC(=O)CS2
#34 CN(C)c1ccc(C(=O)Nc2cccc(S(=O)(=O)N3CCCC3)c2)cc1
#35 CC(=O)Nc1ccc(C(=O)Nc2ccc3c(c2)OCCO3)cc1
#36 CC(C)(C)S(=O)(=O)N1C[C@H]2CC/C=C\C/C(c3ccccc3)=C\2[C@@H]1CCO
#37 C/C=C/c1ccc(OCCCCN(C)Cc2ccccc2)c(OC)c1
#38 O=c1c2ccccc2nc(-c2ccco2)n1CCc1ccc(O)cc1
#39 c1ccc2ncc(-n3cnnn3)cc2c1
#40 Cn1cc(S(=O)(=O)NC2CCCCC2)c(=O)n(C)c1=O
#41 O=C(Nc1ccc(Cl)c(Cl)c1)N1N=CCC1c1ccccc1 (centres undefined)
Assay by compound | 33 | 34 | 35 | 36 | 37 | 38 | 39 | 40 | 41
ALOX12 inh | 12% | -24% | 7% | -7% | ? | 0% | 0% | 26% | -6%
LDHA inh | 2 | -1 | -2 | 4 | -7 | -7 | 0 | -3 | -7
RGS4 inh | 6% | 6% | 0% | -4% | -31% | -20% | 7% | -9% | -4%
POLB inh | nt | nt | 2% | nt | -10% | -1% | -2% | nt | 0%
Apoferritin bind | nt | nt | 4% | nt | -15% | -13% | 1% | nt | 2%
APE1 inh | 25% | 3% | 10% | nt | 9% | 22% | 1% | 5% | -3%
POLK inh | 6% | -12% | -7% | 9% | -9% | -8% | 0% | 2% | -16%
ERG-DNA inh | 3% | -9% | 1% | -1% | 2% | 4% | 8% | -1% | -5%
Pol eta inh | -5% | -13% | -8% | -12% | -28% | -20% | -11% | -14% | -5%

Three entries from above, sorted by the number in RGS4 inh, descending.
| # | Structure | RGS4 inh |
| --- | --- | --- |
| 33 | COCCN(Cc1ccccc1)C(=O)c1ccc2c(c1)NC(=O)CS2 | 6% |
| 41 | O=C(Nc1ccc(Cl)c(Cl)c1)N1N=CCC1c1ccccc1 (centres undefined) | -4% |
| 40 | Cn1cc(S(=O)(=O)NC2CCCCC2)c(=O)n(C)c1=O | -9% |
